MrgX1 antagonist: blocks BAM8-22 activation of human MrgX1 receptor | Q96LB2 | MRGX1-HEK293 calcium flux, Fluo-4, BAM8-22 antagonism; stronger effect = lower value | B-score at 10 µM | 310,000 compounds, 1.3% hits;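 active = calcium-response B-score plate-corrected more than 3 library SD below zero, starting fluorescence within 5 deviations, no agonist response on first addition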;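 also: peak minus trough fluorescence over baseline after final BAM8-22 challenge near maximal dose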
Target sequence (Q96LB2 whole entry, looked up): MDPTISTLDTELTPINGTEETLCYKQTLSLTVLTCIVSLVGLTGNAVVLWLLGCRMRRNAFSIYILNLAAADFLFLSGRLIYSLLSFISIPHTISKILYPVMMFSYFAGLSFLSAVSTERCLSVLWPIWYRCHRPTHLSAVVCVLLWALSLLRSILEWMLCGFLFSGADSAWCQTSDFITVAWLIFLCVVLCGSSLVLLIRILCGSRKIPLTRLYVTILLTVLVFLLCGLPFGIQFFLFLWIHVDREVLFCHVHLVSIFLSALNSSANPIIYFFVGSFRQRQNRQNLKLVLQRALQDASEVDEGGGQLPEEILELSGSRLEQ
KLF5 inhibitor: kruppel-like factor 5 inhibition | DLD-1 KLF5 promoter-luciferase reporter, luminescence | inhibition, % at 5 µM | 290,000 compounds, 0.23% hits;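 active = inhibition above a per-plate limit of that plate's mean compound inhibition plus 3 SD, cut at about 60% in these data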;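 also: 0% = DMSO wells and 100% = LY294002 at 200 µM; higher means less KLF5 promoter-driven luciferase light; inactives centre near -14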
TRPC6 activator: activators of mouse TRPC6 channel | AID 2550 | Q61143 | HEK293-TRPC6 membrane potential dye fluorescence; stronger effect = higher value | 310,000 compounds, 0.13% hits | B-score at 10 µM;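 active = B-score of the integrated fluorescence ratio above library mean plus 3 SD, and starting fluorescence ratio within library mean plus 5 SD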;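 also: higher score means more depolarization so channel activation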
aSyn 5UTR inh: 5' untranslated region of α-synuclein, MLPCN primary screen | alpha-synuclein 5'UTR reporter, inhibitor activity | inhibition, % (tested at 7.5 µM) | 300,000 compounds, 0.82% hits | AID 1813; in the data active = inhibition above about 60%; inconclusive = no clear call, values can overlap the other calls;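 also: H4 neuroglioblastoma cells stably carrying SNCA 5'UTR luciferase fusion; 0% = DMSO wells and 100% = positive control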
IEC-6 cytotox: IEC-6 cytotoxicity, counter-screen for KLF5 inhibitors | luminescence viability | inhibition, % at 5 µM | 290,000 compounds, 0.78% hits | AID 1825; in the data active = inhibition above about 22%;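 also: 0% = plate median of test compound wells and 100% = cytotoxic reference compound wells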
TRPC4 potent: allosterically enhances the mouse TRPC4 cation channel. Q9QUQ5. HEK293 TRPC4beta/mu-opioid, DAMGO EC20, Fluo-4 Ca2+ flux; stronger effect = higher value. B-score at 10 µM. 310,000 compounds, 0.42% hits. AID 2227;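 active = B-score of calcium response area above 5 SD of library B-scores, with initial fluorescence ratio within 5 SD of library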;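 also: B-score of integrated fluorescence ratio over time as area under calcium response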
TRPC4 agonist: activators of mouse TRPC4 channel; Q9QUQ5; HEK293 TRPC4beta/mu-opioid, Fluo4 calcium fluorescence; stronger effect = higher value; B-score at 10 µM; 310,000 compounds, 0.49% hits; AID 2237;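 active = B-score above 5 SD of library B-scores, and initial fluorescence ratio not above library mean plus 5 SD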;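 also: positive B-score marks a calcium rise read as TRPC4 activation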
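Assay system: HEK293 cells stably co-expressing mouse TRPC4beta and mu-opioid receptor / Timing: Fluo4 dye loading 45 min at room temperature, 110 s recording / Signal: Fluo4 calcium-sensitive dye fluorescence, kinetic, 1 Hz baseline / Read-out: integrated baseline-normalised fluorescence ratio, converted to per-well B score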
TRPC4 block: TRPC4 (mouse) channel inhibition; HEK293 TRPC4beta/mu-opioid, DAMGO-evoked Fluo4 calcium flux; stronger effect = lower value; B-score at 10 µM; Q9QUQ5; 300,000 compounds, 0.39% hits;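 active = B-score over 3 SD under the library average, no early fluorescence shift, positive overall ratio signal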
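Test system – stable TRPC4beta/mu-opioid receptor HEK293 cells · Probe or stimulus – DAMGO, a submaximal dose followed by a maximal one · Dosing – one concentration per compound · Signal – Fluo4 calcium fluorescence by kinetic imaging, 5 s 1 Hz baseline · Evaluation – per-well B score of integrated baseline-normalized Fluo4 ratio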
TRPC6 inh: inhibitors of mouse TRPC6 channel. AID 2553. 310,000 compounds, 1.1% hits. B-score at 10 µM. Q61143. HEK293-TRPC6, membrane potential dye, ACh-evoked depolarization; stronger effect = lower value;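 active = B-score under library mean minus 3 SD, initial fluorescence not abnormally high, positive integrated signal ratio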;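 also: B-score derived from integrated fluorescence ratio over the kinetic read; more negative B-score means stronger inhibition of depolarization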
HIF activator: HIF pathway transcriptional activation | U2OS HRE-luciferase reporter, luminescence; normalized: DMSO 0%, desferrioxamine 100% | activation, % at 7.5 µM (by protocol) | 300,000 compounds, 0.32% hits | AID 1910;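 active = mean activation of at least 10% of the iron chelator positive control signal, with at least half of replicates also reaching 10%; inconclusive = mean and replicate majority disagree about reaching 10%; inactive = mean and most replicates under 10%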
SKKanGAS inh: inhibitors of SKKanGAS S. pyogenes growth in kanamycin (SK-promoter or general growth effect) | BacTiter-Glo, 6 h | inhibition, % at 7.5 µM | 300,000 compounds, 1.3% hits | AID 1662;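 active = mean replicate score, as percent of positive control median, at least 50; inconclusive = mean below 50 but one replicate at or above 50; inactive = mean and every replicate below 50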;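 also: strain carries kanamycin resistance gene driven by streptokinase promoter and grows in 40 µg/ml kanamycin; loss of luminescence reflects streptokinase promoter inhibition or plain growth inhibition; 0% = median of DMSO wells and 100% = positive control at its reference dose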
An asterisk follows results filed as active; i = inactive; ? = inconclusive; / = not tested or not shown.

SMILES	MrgX1 antagonist	KLF5 inhibitor	TRPC6 activator	aSyn 5UTR inh	IEC-6 cytotox	TRPC4 potent	TRPC4 agonist	TRPC4 block	TRPC6 inh	HIF activator	SKKanGAS inh
COC(=O)c1ccc(CSc2nnc(NC(C)C)s2)cc1	i	-26	i	10	6	i	i	i	i	0.0	-5
Cc1[nH]c2ccccc2c1C(=O)CCl	/	-4	i	20	-5	i	i	i	i	1.5	-7
CC(C)OC(=O)CC12CN3CN(C1)CC(CC(=O)OC(C)C)(C3)C2=O	i	-1	i	-4	5	i	i	i	i	-24	3
CC(C)c1nc(CNC(=O)C2CCC(=O)N(CCc3cccc(F)c3)C2)cs1 (stereo unspecified)	i	-18	i	14	-5	i	i	i	i	-0.8	6
Cc1ccc(C(=O)NCCNC(=O)COc2ccc(Cl)cc2)cn1	i	-5	i	-14	-5	i	i	i	i	-0.6	0
Cc1c(-c2cccc(NC(=O)c3cccs3)c2)nc2ncccn12	i	5	i	-6	7	i	i	i	i	-0.1	7
COC(=O)c1c(NC(C)=O)sc2c1CCCC2	i	-10	i	-13	-1	i	i	i	i	-0.6	-2
Cc1cccc(C(CC(=O)NCCc2ccccc2)c2ccccc2)c1O (stereo unspecified)	i	-32	i	12	3	i	i	i	i	-0.9	/
CC(=O)N1CCOc2ccc(S(=O)(=O)N3CCC(C(=O)Nc4ccc(C)c(C)c4)CC3)cc21	i	-21	i	11	-1	i	i	i	i	-0.5	-5
COc1cccc(NC(=O)c2cc(-c3cccnc3)nc3c(Cl)cccc23)c1	i	-18	i	8	-2	i	i	i	i	0.4	4
O=C(O)c1cccc(NC(=O)c2cn(-c3ccccc3)nc2-c2cccc(Br)c2)c1	i	-30	i	-2	1	i	i	i	i	-0.7	27
CCCCn1c(SCC(=O)Nc2cc(C)on2)nc2c1c(=O)n(C)c(=O)n2C	i	-14	i	10	4	i	i	i	i	-0.1	3
COc1cnc(-c2ccccc2)nc1Oc1cccc(C)c1C	i	-31	i	29	-8	i	i	i	i	-0.5	8
CCCc1nn2c(=O)cc(COc3cccc(NC(=O)c4ccco4)c3)nc2s1	i	-13	i	-6	-2	i	i	i	i	0.3	-6
CC(C)(Cc1cccc(CC(C)(C)C(=O)O)c1)C(=O)O	i	-19	i	13	1	i	i	i	i	-0.2	1
O=C(NC1CCCc2ccccc21)C1CCC(CNS(=O)(=O)c2cccc3nsnc23)CC1 (stereo unspecified)	i	-19	i	20	0	i	i	i	i	0.0	6
Cc1ccc(S(=O)(=O)N2CCC[C@H]2C(=O)OCC(=O)c2ccc3c(c2)NC(=O)CO3)cc1	i	-28	i	-6	-3	i	i	i	i	-0.4	-8
O=C(CCc1nc2ccccc2c(=O)[nH]1)N1CCCc2ccccc21	i	/	i	4	/	i	i	i	i	0.4	-1
C/C(=C\C(=O)Nc1cscc1C)C(=O)O	i	-17	i	32	2	i	i	i	i	-0.2	-5
COc1ccc(C(C(=O)NC(C)(C)C)N(CC2CCCO2)C(=O)CCC(=O)Nc2cc(C)on2)cc1 (stereo unspecified)	i	-34	i	2	0	i	i	i	i	-34	1
CCCCn1c(N)c(N(Cc2ccccc2OC)C(=O)CC2OC(=O)c3ccccc32)c(=O)[nH]c1=O (stereo unspecified)	i	/	i	-1	/	i	i	i	i	-0.2	-19
Cc1ccc(-c2cnc3n2CCCCC3)cc1	i	-30	i	-23	5	i	i	i	i	0.8	-11
Cc1ccccc1CSCCNS(C)(=O)=O	-5.3*	1	i	16	2	i	i	i	i	-0.3	-10
CCOc1ccccc1NC(=O)CSc1nnc(Cc2ccc(OC)cc2)c(=O)n1N	i	/	i	4	/	i	i	i	i	-0.5	4
COc1ccc(C(=O)N2CCCC(c3nc(-c4cccs4)no3)C2)cc1 (stereo unspecified)	i	-72	i	-10	-2	i	i	i	i	-0.1	/
CC1=C(C(=O)Nc2ccc(C)cc2C)C(c2cccs2)NC(=S)N1 (stereo unspecified)	i	-40	i	15	-5	i	i	i	i	-0.5	3
COc1ccc(-c2nc3n(c(=O)c2C#N)CCS3)cc1OC	i	-25	i	28	0	i	i	i	i	0.2	19
COc1ccc(OCc2nc3ccc(S(=O)(=O)Nc4ccccc4Cl)cc3[nH]2)cc1	-6.1*	-7	i	21	2	i	i	i	i	-0.2	21
CC(=O)Nc1ccc2c(c1)CCCC2=O	-4.6*	-4	i	-21	2	i	i	i	i	9.6*	0
COc1cccc(CN2CC(C(=O)NCCCc3ccc(C)cc3)CCC2=O)c1 (stereo unspecified)	i	-31	i	-58	2	i	i	i	i	2.4	-8

Two entries from above, set out differently.
| structure | MrgX1 antagonist | KLF5 inhibitor | TRPC6 activator | aSyn 5UTR inh | IEC-6 cytotox | TRPC4 potent | TRPC4 agonist | TRPC4 block | TRPC6 inh | HIF activator | SKKanGAS inh |
| --- | --- | --- | --- | --- | --- | --- | --- | --- | --- | --- | --- |
| CCCCn1c(N)c(N(Cc2ccccc2OC)C(=O)CC2OC(=O)c3ccccc32)c(=O)[nH]c1=O (stereo unspecified) | i | / | i | -1 | / | i | i | i | i | -0.2 | -19 |
| Cc1ccc(S(=O)(=O)N2CCC[C@H]2C(=O)OCC(=O)c2ccc3c(c2)NC(=O)CO3)cc1 | i | -28 | i | -6 | -3 | i | i | i | i | -0.4 | -8 |

Further compounds follow:
SMILES	MrgX1 antagonist	KLF5 inhibitor	TRPC6 activator	aSyn 5UTR inh	IEC-6 cytotox	TRPC4 potent	TRPC4 agonist	TRPC4 block	TRPC6 inh	HIF activator	SKKanGAS inh
N#CC1=C(N)N(c2ccccc2)C2=C(C(=O)CCC2)C1c1ccsc1 (stereo unspecified)	i	-6	i	-2	-6	i	i	i	i	0.3	-4
CC(C)N=C1CC(C)(C)CC(=O)/C1=C(/O)CCCN1C(=O)c2ccccc2C1=O	i	8	i	12	-4	i	i	i	i	-0.1	8
CC1(C)Oc2ccc(C(=O)Nc3ccccc3)cc2N(CC#N)C1=O	i	-14	i	-10	3	i	i	i	i	-7.5	-3
O=C1C2C3C=CC(C4CC34)C2C(=O)N1c1cc(Cl)ccn1 (stereo unspecified)	i	-3	i	-16	-4	i	i	i	i	0.0	1
Cc1ccn(-c2n[nH]c(C)c2[N+](=O)[O-])n1	i	-3	i	20	7	i	i	i	i	-0.4	10
O=C(CNc1ccc(F)cc1)N/N=C1\CCCc2ccccc21	i	-18	i	-23	-5	i	i	i	i	-0.1	-4
CCOC(=O)c1c(NC(=O)c2ccoc2C)sc2c1CCC2	i	-15	i	11	1	i	i	i	i	0.2	-18
CC(NC(=O)Cn1c(=O)oc2cc(S(=O)(=O)N3CCCC3)ccc21)c1ccccc1 (stereo unspecified)	i	-6	i	14	7	i	i	i	i	-0.5	5
COc1cc(Cl)c(C)cc1NC(=O)CSc1nnc(-c2cccnc2)n1Cc1ccco1	i	3	i	25	-8	i	i	i	i	-0.7	-3
O=C(O)CSc1nnc(-c2cccc(S(=O)(=O)N3CCOCC3)c2)n1-c1cccc(Cl)c1	i	-9	i	7	-4	i	i	i	i	-0.4	-7
Cc1ccccc1OCCOC(=O)c1nc2nccc(C)n2n1	i	-3	i	6	4	i	i	i	i	0.0	15
CC(=O)OCc1c(C)cc(C)c(/C=C(/C#N)C(N)=O)c1C	i	-45	i	15	0	i	i	i	i	-0.1	15
CCc1ccccc1NC(=O)NC(C)c1ccc2c(c1)OCO2 (stereo unspecified)	i	-50	i	13	-3	i	i	i	i	-0.1	?
NC(=O)C1CCN(C(=O)CCC(=O)c2ccc(Br)cc2)CC1	i	-6	i	-11	1	i	i	i	i	0.9	3
CC(=O)N(Cc1cccs1)C1CCOC(C)(C)C1 (stereo unspecified)	i	-18	i	-29	-2	i	i	i	i	-0.3	-1
O=C(Nc1c2c(nn1-c1ccc(Cl)cc1)CS(=O)(=O)C2)C1CC1	i	-28	i	-15	4	i	i	i	i	0.2	-1
COc1ccc(CC(=O)NNC(=O)[C@@H]2CCCC[C@@H]2C(=O)O)cc1	i	-41	i	19	-1	i	i	i	i	-0.4	-10
Cn1c(Cl)cnc1C(O)(c1ccccc1)c1ccccc1	i	-17	i	8	-6	i	i	i	i	-0.4	-2
CCC(C)(C)NC(=O)CN(C(=O)CCC(=O)Nc1ccccn1)c1ccc2c(c1)OCO2	i	-32	i	-10	-4	i	i	i	i	-0.7	-1
Cc1ccc2nc(-c3ccccn3)cc(C(=O)NC(C)C(C)(C)C)c2c1 (stereo unspecified)	i	-7	i	14	-1	i	i	i	i	-0.8	3
Cc1cc(C)cc(NC(=O)Nc2ccc(S(=O)(=O)Nc3cc(C)on3)cc2)c1	i	-73	i	7	1	i	i	i	i	0.1	9
O=C(O)c1cc2[nH]c3c(c2cc1Cl)CCCC3	i	-13	i	-16	3	i	i	i	i	-0.4	0
CCOC(=O)Cc1nnc(NC(=O)C(CC)Sc2nc(C)cc(=O)[nH]2)s1 (stereo unspecified)	i	-2	i	13	-2	i	i	i	i	-0.3	-1
C=CCn1c(NCc2ccccc2O)nc2ccccc21	i	-44	i	-53	-4	i	i	i	i	3.8	1
O=C(Nc1ccc2c(c1)OCCO2)C1CCN(S(=O)(=O)c2ccccc2)CC1	i	-13	i	14	9	i	i	i	i	1.5	-10
O=S(=O)(Nc1ccc(-c2ccc3nncn3n2)cc1)c1cccs1	i	/	i	16	/	i	i	i	i	0.1	5
Cc1cccc(N2CCN(C(=O)c3ccncc3)CC2)c1C	i	17	i	14	10	i	i	i	i	1.9	-3
O=C(N/N=C/c1ccccc1C(F)(F)F)c1ccc(O)cc1	i	-80	i	-135	-5	i	i	i	i	3.8	-4
CCN(CC)S(=O)(=O)c1cccc(-c2nnc(SC(C)C(=O)NCCC3=CCCCC3)o2)c1 (stereo unspecified)	i	13	i	5	2	i	i	i	i	-0.7	-17
Cc1ccc(C(=O)COC(=O)c2cccc(N3C(=O)c4c(C)nc5ccccc5c4C3=O)c2)cc1C	i	25	i	-2	-6	i	i	i	i	1.5	-1
COc1cccc(/C=N/NC(=O)c2ccc([N+](=O)[O-])cc2Cl)c1O	i	21	i	22	2	i	i	i	i	11*	13

Just TRPC4 agonist, for 2 of the compounds above:
smiles | TRPC4 agonist
CCCCn1c(SCC(=O)Nc2cc(C)on2)nc2c1c(=O)n(C)c(=O)n2C | i
COc1cnc(-c2ccccc2)nc1Oc1cccc(C)c1C | i
